# Cneo AK release = causes C. neoformans cell lysis. lysis activity, % at 15 µM. 360,000 compounds, 0.2% hits. adenylate kinase release luminescence, 4 h; normalised: neutral wells 0, clomiphene wells 100;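 active = mean lysis activity across replicates of at least 80%, whatever share of replicates individually reach that level; inactive = mean lysis activity below 80%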
#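 Test system: log-phase Cryptococcus neoformans yeast cells; Quantity: yeast cell density of 5 × 10^6 cells/mL; Buffer or medium: YPD; Doses: single compound concentration per well; Timing: 4 h at 37 °C static, read 1 h later; Measured by: AK luminescence; Read-out basis: lysis from increased AK signal; Control set: Clomiphene as positive control.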
# Statin myotox sup = protects C2C12 myotubes from simvastatin toxicity; ATP luminescence, 48 h; scaled: DMSO 0, geranylgeraniol control 100; 330,000 compounds, 0.78% hits; AID 602340; rescue of ATP level, % at 7.49 µM;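 active = mean ATP rescue above about 67%, or every replicate alone reaching that limit, limit read from the data, passing the limit was not always enough; inconclusive = no clear call, values can overlap the other calls; inactive = mean under the limit and some replicate under it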;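 also: myotubes were challenged with 10 µM simvastatin during compound exposure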
# ARNT TACC3 PPI = ARNT/TACC3 interaction disruption. Q9Y6A5. 390,000 compounds, 0.66% hits. inhibition, % at 9.99 µM. AlphaScreen His-ARNT PAS-B/GST-TACC3 binding, luminescence; TACC3 fragment carries E629A point mutation;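 active = mean inhibition of replicates at least 50% and at least half of replicates each reaching 50%; inconclusive = half or more replicates reach 50% but mean below 50%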;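 also: 0% = complete ARNT plus TACC3 wells and 100% = ARNT alone without TACC3; many hits fall short of the cut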
# esBAF inh = SWI/SNF esBAF complex inhibition | mouse ES cells, Bmi1-luciferase knock-in reporter, 24 h; 100% = twice the neutral-well signal | reporter increase, % at 12.5 µM | 350,000 compounds, 2% hits; in the data active = activation above about 40%; inconclusive = no clear call, values can overlap the other calls;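 also: 0% = median of the plate's neutral control wells and 100% = double that signal; a rise in the Bmi1 reporter signal indicates esBAF inhibition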
# miR122 inh = miR-122 inhibition in Huh7 cells; Huh7 miR-122 Renilla luciferase sensor, 48 h; neutral wells = 0, positive control = 100; AID 602342; activation (reporter increase), % at 12.5 µM; 340,000 compounds, 0.3% hits;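 active = mean replicate activation score at least 90 and every replicate individually at or above 90; inconclusive = only one of the two criteria met; inactive = neither criterion met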;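 also: higher luciferase means less miR-122 activity so hits act as miR-122 inhibitors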
# SIRT5 block = blocks human SIRT5 desuccinylation of peptide; inhibition, % at 15 µM; 330,000 compounds, 1.1% hits; AID 652115; Purified SirT5, succinyl-peptide AMC, trypsin-coupled fluorescence; Q9NXA8; in the data active = inhibition above about 15%; inconclusive = no clear call, values can overlap the other calls
# Target sequence (Q9NXA8 whole entry, looked up): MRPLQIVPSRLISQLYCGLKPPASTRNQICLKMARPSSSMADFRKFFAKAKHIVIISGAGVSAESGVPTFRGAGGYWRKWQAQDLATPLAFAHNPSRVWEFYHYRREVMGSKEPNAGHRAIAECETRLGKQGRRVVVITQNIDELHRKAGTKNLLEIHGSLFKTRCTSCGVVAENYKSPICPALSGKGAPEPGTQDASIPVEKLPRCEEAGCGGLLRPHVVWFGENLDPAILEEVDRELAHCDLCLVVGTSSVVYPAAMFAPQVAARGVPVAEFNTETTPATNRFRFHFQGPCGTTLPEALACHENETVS
# ERp5 block = inhibitors of human ERp5. Q15084. AID 651711. 350,000 compounds, 0.05% hits. inhibition, % at 9.99 µM. ERp5 insulin aggregation, absorbance 650 nm, 90 min;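 active = mean replicate inhibition above about 25%, with every replicate also reaching it, limit read from the data, passing the limit was not always enough; inconclusive = only one of those two criteria met; inactive = neither criterion met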
# Target sequence (Q15084 whole entry, looked up): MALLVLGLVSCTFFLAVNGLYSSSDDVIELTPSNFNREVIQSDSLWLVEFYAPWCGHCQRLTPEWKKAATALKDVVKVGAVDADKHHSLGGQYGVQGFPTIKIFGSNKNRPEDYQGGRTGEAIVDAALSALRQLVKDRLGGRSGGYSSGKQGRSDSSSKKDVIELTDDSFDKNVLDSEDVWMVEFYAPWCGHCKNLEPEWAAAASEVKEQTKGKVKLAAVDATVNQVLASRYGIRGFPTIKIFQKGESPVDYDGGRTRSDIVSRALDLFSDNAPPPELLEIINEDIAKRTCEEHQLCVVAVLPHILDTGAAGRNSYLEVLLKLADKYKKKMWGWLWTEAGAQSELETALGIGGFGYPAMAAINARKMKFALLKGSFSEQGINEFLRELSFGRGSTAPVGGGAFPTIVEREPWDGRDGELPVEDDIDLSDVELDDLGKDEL
# Numbers without * were called inactive; ? = inconclusive; · = not tested or not shown; [ ] = remark or other dose.
mol	Cneo AK release	Statin myotox sup	ARNT TACC3 PPI	esBAF inh	miR122 inh	SIRT5 block	ERp5 block
Cc1noc(C)c1S(=O)(=O)Nc1ccc2c(c1)C(=O)N([C@@H](C)CO)C[C@H](C)[C@H](CN(C)S(=O)(=O)c1ccc(Cl)cc1)OCCCC[C@H](C)O2	53	-8	-5	3	-13[16.7 µM]	7	0
CCCn1c(C)cc(C(=O)CSc2nc3ccccc3c(=O)n2Cc2ccco2)c1C	-1	·	-9	·	-3	-2	1
CCOC(=O)c1ccc(-n2ccnc2)c(NC(=O)c2ccc(C(C)(C)C)cc2)c1	·	0	-6	-2	-6	·	·
CCOC(=O)c1[nH]ncc1[C@@H]1C[C@H]2CN(Cc3cccc(Cl)c3)C(=O)[C@]23CCCN13	0	·	-4	·	10	-2	?
CCSc1ccc2cc(OC)ccc2[n+]1CC	·	-33	-4	7	·	9	4
OCCC1CN(Cc2nc3ccccc3s2)CCN1C1CCCC1 (stereo unspecified)	-1	2	-3	0	2	-3	-4
CCO[C@H]1OC(C(=O)NCc2ccccc2)=C[C@@H](C)[C@@H]1CCCO	0	-13	1	-1	3	5	1
COc1ccc(NC(=O)Nc2ccc3c(c2)CC(=O)N([C@H](C)CO)C[C@@H](C)[C@@H](CN(C)Cc2ccc(C(=O)O)cc2)O3)cc1	-1	-11	6	7	2[16.7 µM]	1	-4
C[C@H](NC(=O)C[C@H]1CC[C@@H](NC(=O)C2CCOCC2)[C@H](CO)O1)c1ccccc1	3	-1	-1	-6	·	0	-4
O=Cc1cccn1-c1ccc2ccccc2c1	0	2	-8	23	-6	·	-5
COc1cccc2c1nc(C)c1cc(C)oc12	3	-3	8	18	·	-5	4
O=c1[nH]c(=O)c2cc3ccccc3nc2[nH]1	-4	-6	-20	-5	·	·	0
COC(=O)c1ccc(C(=O)OC)c(NC(=O)c2cnc3n(c2=O)CCS3)c1	·	59	2	1	-2	-10	-6
CC1CN(C(=O)CCC(=O)NCc2ccccn2)c2ccccc2O1 (stereo unspecified)	3	0	-2	-4	54	5	1
CCC1CCCCN1C(=O)c1cc(COc2ccc(-n3cncn3)cc2)on1 (stereo unspecified)	0	·	-11	·	·	0	0
Cc1noc(C)c1S(=O)(=O)Nc1ccc2c(c1)C(=O)N([C@@H](C)CO)C[C@@H](C)[C@H](CN(C)C(=O)Nc1ccc(C(F)(F)F)cc1)OCCCC[C@H](C)O2	2	·	16	-2	-4[16.7 µM]	6	0
CN1CCc2cccc3c2[C@@H]1Cc1ccc(O)c(O)c1-3	-1	-1	4	-2	-3	·	·
CCCc1cn(CC[C@@H]2CC[C@@H](NC(=O)Cc3cccnc3)[C@H](CO)O2)nn1	4	-6	-12	-4	·	3	8
C[C@@H]1CN([C@H](C)CO)C(=O)Cc2cc(NS(=O)(=O)c3cn(C)cn3)ccc2O[C@@H]1CN(C)Cc1ccc(Cl)c(Cl)c1	1	62	16	6	4[16.7 µM]	5	0
Cc1ccc(S(=O)(=O)/N=C2\C=C(Nc3cccc(C(=O)O)c3)C(=O)c3ccccc32)cc1	4	-402	·	4	-5	-3	2
CCN(C[C@H]1N[C@@](CC)(C(=O)OC)[C@H]2C(=O)N(C)C(=O)[C@@H]12)S(=O)(=O)c1ccc(C)cc1	-1	10	28	2	·	8	-15
Cc1csc(NC(=O)CSc2nnc(C)n2Cc2ccco2)n1	1	3	-2	-2	-1	·	·
CCOc1ccc(N=C2NC(=O)CS2)cc1	1	2	-8	-8	·	0	0
Cc1ccc(N2CC(C(=O)N3CCC(c4nc5ccccc5[nH]4)CC3)CC2=O)cc1C (stereo unspecified)	-2	0	3	-5	-4	-3	18
COc1ccc(-c2csc(N(CC3CCCO3)C(=O)c3cccs3)n2)cc1 (stereo unspecified)	-3	6	-1	-8	6	·	·
Nc1c(C(=O)N/N=C/c2ccc(Cl)cc2)cnn1-c1ccccc1	-3	-13	-7	16	18	5	2
O=C(O)/C=C/C(=O)Nc1ccc(Cl)cc1C(=O)c1ccccc1	2	·	-1	·	-6	0	1
CCOC(=O)c1c(C)[nH]c(C(=O)OCCOc2ccc(Cl)cc2)c1C	-4	·	-9	·	·	2	3
N#Cc1ccccc1S(=O)(=O)N1CCN(S(=O)(=O)c2ccc(Br)c(C(=O)O)c2)CC1	-1	7	-7	-5	-13	-6	-4
COc1cccc(C(=O)NN=C2CCCC2)c1	0	3	-8	-1	2	-1	1
CO[C@H]1CN(C)C(=O)c2cc(NS(=O)(=O)c3ccc(Cl)cc3)ccc2OC[C@H](C)NC[C@@H]1C	0	-12	2	-6	10[16.7 µM]	7	3
C[C@H]1CN([C@@H](C)CO)C(=O)c2cccc(NC(=O)C3CCCCC3)c2O[C@@H]1CN(C)C(=O)NC1CCCCC1	0	0	5	4	15[16.7 µM]	-4	7
O=C(Cc1c(F)cccc1Cl)OCC(=O)N1CCN(c2ccccc2)CC1	-1	6	-3	8	-3	-3	7
COCCCNC(=O)C1CCCCN1S(=O)(=O)c1ccc(F)cc1 (stereo unspecified)	1	-2	-6	-7	16	·	·
CCCCC1=CC2=CC(=O)C(C)(OC(=O)CC)C(=O)C2=CO1 (stereo unspecified)	-1	-17	21	-4	-3	·	4
COc1ccc(C(=O)Oc2cccc(Nc3ncnc4ccccc34)c2)cc1OC	-2	·	-10	·	2	·	·
Clc1ccccc1Nc1nc(NCc2cccs2)nc2ccsc12	0	-8	·	0	-4	·	1
N=C1/C(=C\c2ccc(OC(=O)c3ccco3)cc2)C(=O)N=C2SC(N3CCCCC3)=NN12	2	14	5	0	-1	11	10
COc1ccc(NC(=O)Nc2ccc3c(c2)[C@@H]2C[C@@H](CC(=O)NCc4ccc5c(c4)OCO5)O[C@H](CO)[C@@H]2O3)cc1	-4	1	-9	-2	0[16.7 µM]	-4	0
Cc1ccnc(NC(=O)CCCOc2ccccc2)c1	·	·	1	·	·	-2	1
CCNC(=O)C[C@@H]1CC[C@@H]2[C@H](COC[C@@H](O)CN2C(=O)c2ccccn2)O1	1	-1	-7	5	1[16.7 µM]	0	-6
O=C(C(Cl)c1ccccc1)N1CCOCC1 (stereo unspecified)	-1	3	-5	-4	·	-3	6
CCn1c2c(c(=N)c3ccccc31)CCC2	·	·	2	·	·	-2	-2
O=S1(=O)CC=C(CSc2nc3ccccc3[nH]2)C1	3	8	-6	6	10	·	·
O=C1NC2(CCCCC2)C(=O)N1CC(=O)N1CCc2ccccc21	6	-2	23	-8	19	·	5
O=C(CCN1C(=O)c2ccccc2C1=O)N1CCN(C(=O)c2ccccc2)CC1	-2	7	-6	-2	17	·	·
CCc1ccccc1N1CC23C=CC(O2)C(C(=O)OC)C3C1=O (stereo unspecified)	-4	-4	-12	-12	·	·	-1
Cc1c(/C=N/NC(=O)c2ccc3c(c2)OCO3)cnn1C	1	1	20	6	-1	·	·
O=C(CSc1ccccc1)Nc1cccc(S(=O)(=O)N2CCCCC2)c1	-4	-4	·	3	·	0	0
CCC(C)NC(=O)CSc1nnc(-c2ccncc2)n1-c1ccc(OC)cc1 (stereo unspecified)	1	14	9	-2	-9	·	·
COc1c(C)cc(C(=O)C2CCCN(Cc3ccc(Oc4ncccn4)cc3)C2)cc1C (stereo unspecified)	0	13	1	6	-23	0	2
Cc1cccc(Oc2nccc(C(F)(F)F)c2C(=O)Nc2ccc(F)cc2F)c1	·	2	-4	-5	·	-2	2
CC(C)NC(=O)N(C)C[C@H]1Oc2c(NC(=O)c3ccncc3)cccc2C(=O)N([C@H](C)CO)C[C@H]1C	-2	-1	-20	2	5[16.7 µM]	-2	-3
Cc1ccc(-c2nnc(SC(C)C(=O)NCC3CCCO3)nc2-c2ccc(C)cc2)cc1 (stereo unspecified)	2	22	23	-13	·	-3	-2
C[C@H]1CN([C@@H](C)CO)C(=O)Cc2cc(NC(=O)Nc3ccc(F)cc3)ccc2O[C@@H]1CN(C)C(=O)Nc1ccccc1	-3	2	-3	-3	6[16.7 µM]	-1	-6
CC(C)(C)NC(=O)C(=O)NN=C1CCCCCCCCCCC1	·	·	-9	·	·	-1	5
COc1cccc(CN2CCC2(C)C(=O)Nc2ccc(C)c(O)c2)c1F (stereo unspecified)	3	-1	·	0	-6	-1	-14
Cc1cc(C)c(S(=O)(=O)N2CCN(c3ccc([N+](=O)[O-])c(-n4nc(C)cc4C)c3)CC2)c(C)c1	-1	·	7	-7	-5	·	·
N#CCc1nc2ccc(S(=O)(=O)N3CCOCC3)cc2s1	2	-3	1	-10	-6	-1	0
Cc1ccc(S(=O)(=O)NCCSc2nnnn2C)cc1	0	3	9	-2	2	-3	0

# (listing goes on)
mol	Cneo AK release	Statin myotox sup	ARNT TACC3 PPI	esBAF inh	miR122 inh	SIRT5 block	ERp5 block
Cc1cc(NC(=O)COC(=O)C2CSC3(C)CCC(=O)N23)ccc1Br (stereo unspecified)	2	-2	-25	-1	5	-4	0
CNc1nnc(-c2ccc(C)cc2)c2ccccc12	·	-8	1	3	4	·	1
Cc1sc(NC(=O)c2ccco2)c(CN2CCN(c3ccccn3)CC2)c1C	-7	11	7	-4	-7	·	·
CC(=O)Nc1cccc(OCCOc2cccc([N+](=O)[O-])c2)c1	·	·	-4	·	·	0	4
Cc1cc(C)nc(N/N=C/c2ccc(N3CCOCC3)cc2)n1	1	2	2	-9	-1	2	-4
COCCn1c(SCC(=O)Nc2cccc(NC(C)=O)c2)nc2c([nH]c3ccccc32)c1=O	0	·	-4	·	11	-3	0
O=C(Cc1ccc(Cl)cc1)Nc1ccccc1CO	2	3	·	-3	3	·	·
CCC(=O)N1CCCCN2[C@H](CO)[C@@H](c3ccc(-c4cccc(C(=O)N(C)C)c4)cc3)[C@@H]2C1	-1	·	-14	·	4[16.7 µM]	-12	-1
N#Cc1cc([N+](=O)[O-])ccc1NC(=O)COC(=O)c1cnccn1	·	·	7	·	·	1	7
CC(C)(C)c1ccc(C(=O)Nc2cnccn2)cc1	-23	-12	-5	-51	-2	·	·
CC(C)(CN1CCN(c2ccccc2)CC1)NS(=O)(=O)c1ccccc1	1	-1	10	1	21	-6	-13
COCCN(CCOC)C(=O)COC(=O)c1ccc(Cl)c(S(=O)(=O)N(C)c2ccccc2)c1	·	·	-2	·	·	-2	4

# Sorted by formula weight (highest first): some entries from above
mol	Cneo AK release	Statin myotox sup	ARNT TACC3 PPI	esBAF inh	miR122 inh	SIRT5 block	ERp5 block
C[C@H]1CN([C@@H](C)CO)C(=O)c2cccc(NC(=O)C3CCCCC3)c2O[C@@H]1CN(C)C(=O)NC1CCCCC1	0	0	5	4	15[16.7 µM]	-4	7
COC(=O)c1ccc(C(=O)OC)c(NC(=O)c2cnc3n(c2=O)CCS3)c1	·	59	2	1	-2	-10	-6
CC(C)(CN1CCN(c2ccccc2)CC1)NS(=O)(=O)c1ccccc1	1	-1	10	1	21	-6	-13

# Next results follow:
mol	Cneo AK release	Statin myotox sup	ARNT TACC3 PPI	esBAF inh	miR122 inh	SIRT5 block	ERp5 block
O=C(CCN1CCN(C/C=C/c2ccccc2)CC1)Nc1ccccc1Cl	-4	5	18	2	-4	3	4
O=[N+]([O-])c1cc(Br)c2nsnc2c1N1CCOCC1	0	9	6	-9	-2	1	5
COc1ccc(CN(C)C[C@@H]2Oc3ccc(NC(=O)Nc4ccc(C(F)(F)F)cc4)cc3CC(=O)N([C@H](C)CO)C[C@@H]2C)cc1	·	-8	·	-3	-14[16.7 µM]	·	·
CCCCNC(=O)C(C#N)c1nc2ccccc2nc1N1CCN(Cc2ccc3c(c2)OCO3)CC1 (stereo unspecified)	4	11	2	6	-4	·	·
Nc1ncc(Br)cc1S(=O)(=O)NC1CCCCC1	2	0	8	3	126*	-4	1
Cc1ccc(C(=O)c2ccccc2C(=O)OCC(=O)N2CCCC2)cc1	-7	-2	-17	43*	3	-1	3
Cc1ccc(S(=O)(=O)NCC(=O)OCC(=O)NC(=O)NC2CCCC2)cc1	·	·	-3	·	·	-1	7

# Screens as filed in PubChem.
